Source: PubChem BioAssay (University of Kansas High Throughput Screening Laboratory)
mHTT CaM bind: mHTT-calmodulin interaction abrogation; P42858; AlphaScreen His-mHTT/GST-CaM binding, luminescence; inhibition, % at 15 µM; hit rate 3.6% among 190,000;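 note: 0% = both proteins with DMSO and 100% = one protein alone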
Pf apPOL inh: Pf-apPOL DNA polymerase inhibition | hit rate 0.25% among 210,000 | Recombinant Pf-apPOL, molecular beacon fluorescence, 1.5 h | AID 1794808 | inhibition, % at 10 µM
The depositor's hits bear a star; / = no result given; & = joins results of further samples. Cut-off read from the data, not from the text of the source: active = inhibition above about 50%; inactive = the rest.

The line under a structure holds: mHTT CaM bind | Pf apPOL inh
> Cc1ccccc1OCC1CN(CN2CCC(C)CC2)C(=O)O1 (centres undefined)
    7.0 | -7.7
> CN1CCN(c2ccc3c(c2)Oc2ccccc2CN(Cc2cn(Cc4ccc(C(F)(F)F)cc4)nn2)S3(=O)=O)CC1
    72.4* | -5.7
> CCC1(C)CC(=O)N(c2cccc(C(=O)O)c2)C1=O (centres undefined)
    -1.3 | -3.5
> Cc1ccc(Cc2c(C)nc3c(C(=O)NC4CCCCC4C)cnn3c2C)cc1 (centres undefined)
    -2.0 | -10.2
> Cc1cc(C)n(-c2ccc(C(=O)NC3CC3)cn2)n1
    -7.8 | -2.8
> COC(=O)[C@H](CC(C)C)NS(=O)(=O)N[C@@H](CC(C)C)C(=O)OC
    14.7 | -0.6
> O=C(Nc1cnc(N2CCCC2)nc1)c1ccc(Br)o1
    1.4 | -3.6
> C=CCN1C(=O)C2(C(C#N)=C(N)OC3=C2C(=O)CC(C)(C)C3)c2ccccc21 (centres undefined)
    5.0 | 6.2
> CN(C)C(=O)Cn1cc(-c2ccccc2)oc1=O
    -5.8 | 2.4
> CCOC1CCCN(S(=O)(=O)c2ccccc2)C1 (centres undefined)
    -13.9 | -4.9
> O=C(CC1CCCC1)N1CCC(c2ccn3ncc(C(=O)N4CCCC4)c3c2)CC1
    5.9 | -6.4
> COc1cc([N+](=O)[O-])ccc1N1C(=O)C2C3c4ccccc4C(C)(c4ccccc43)C2C1=O (centres undefined)
    30.0 | 3.1
> CCC1CCC(NCC(C)(C)CN(C)C)CC1 (centres undefined)
    -10.0 | -7.3
> COc1ccc(-n2nc3c(c2NC(=O)/C=C/c2ccc(OC)c(OC)c2)CSC3)cc1
    32.0 | 78.3*
> CCC(=O)N1c2ccccc2-c2nnc(SC)nc2OC1c1c(OC)cc(OC)cc1OC (centres undefined)
    1.0 | -1.6
> CCc1nc(-c2cccnc2N2CCCC(C(=O)NCCC(C)C)C2)no1 (centres undefined)
    5.0 | -2.1
> NC(=O)Cn1c(-c2ccc(C(F)(F)F)cc2)nc2c(c1=O)CCN(Cc1ccccc1)C2
    35.6 | -6.9
> COc1ccccc1NC(=O)c1ccc(CSc2ccccc2)cc1
    -36.6 | -0.3
> COc1ccc2c(c1)c(CN1CCC(C(=O)NCCCc3ccccc3)CC1)cn2C
    11.1 | -5.0
> Cc1cccc(CNC(=O)c2c(C)noc2-c2cccs2)c1
    -10.8 | -3.5
> CC(=O)NC1(C(F)(F)F)NC(=O)N(CC(C)C)C1=O (centres undefined)
    -1.0 | -3.5
> O=C(C1CCN(CCCc2ccccc2)CC1)N1CCCCC1
    -4.4 | -9.8
> O=C(O)c1cc(-c2ccccc2)n[nH]1
    -5.4 | -1.1
> COc1nccc(NCc2ccccc2)c1C#N
    -7.0 | -9.3
> CCOc1ccc(-c2cc(C(=O)N3CCCC3)c3ccccc3n2)cc1
    -4.5 | -17.1
> CCOC(=O)NN=C(CN1C(=O)c2ccccc2C1=O)c1ccc(C(F)(F)F)cc1
    / | -4.5
> CCn1c(C2CCN(C(=O)c3ccco3)C2)nc2cccnc21 (centres undefined)
    1.4 | -1.9
> Cc1c(COC(=O)Nc2ccc(Cl)cc2Cl)sc2ccccc12
    / | -11.4
> COc1ccc(-c2nc3c(n2O)CCc2nonc2-3)cc1
    2.2 | -1.2
> CCC(CC)C(=O)Nc1cc([N+](=O)[O-])ccc1C
    -4.1 | -6.2
> CC(C)CN(CC(C)C)S(=O)(=O)c1ccc2nc(-c3ccccc3)[nH]c2c1
    0.0 | -6.0
> CCCOc1ccc(C(O)=C2C(=O)C(=O)N(CCCn3ccnc3)C2c2ccccc2OC)cc1 (centres undefined)
    19.1 | -3.7
> COC(=O)COc1ccc2c(c1)OC(=Cc1ccccc1Cl)C2=O
    10.4 | -7.9
> NS(=O)(=O)c1ccc(NS(=O)(=O)c2ccc(NC(=O)CCC(=O)O)cc2)cc1
    -1.3 | -7.8
> Cc1cc2n(n1)CCCN2C(=O)CCC(=O)NCCCN1CCN(C2CCCCC2)CC1
    3.6 | -0.4
> Cc1ccccc1OCC(=O)Nc1ccccc1C(=O)NCc1cccnc1
    3.8 | -3.4
> CCN1CCC2(CC1)C(C#N)=C(N)Oc1n[nH]c(C)c12
    -4.3 | /
> Clc1cccc(N2CCN(Cc3cccs3)CC2)c1
    -7.1 | -5.5
> CC(C)C(=O)Nc1ccc2c(N3CCCC3)ncnc2c1
    3.3 | -2.0
> CCN1CCN(C(=O)c2cc3cn(C4CCCC4)cc3s2)CC1
    17.1 | -2.0
> COc1ccccc1-n1nc(C(=O)Nc2cccc(C(F)(F)F)c2)c2ccccc2c1=O
    -4.0 | -4.7
> CS(=O)(=O)Oc1ccc2c(c1)OC(=Cc1ccccc1)C2=O
    3.5 | -3.1
> COCc1nnc(NC(=O)c2ccccc2Br)s1
    -1.3 | 2.3
> CC(=O)N1CCC(CCOc2ccccc2)CC1
    -7.7 | -3.4
> C/C(O)=C(\C#N)C(=O)Nc1ccc(C(F)(F)F)cc1
    / | 2.9
> O=C(Nc1cccc(Cl)c1)N1CC(C(=O)N2CCCCC2)C2(CCOCC2)C1 (centres undefined)
    -9.9 | 1.7
> CCn1cc(CN2CCCC2c2cc(C(C)C)on2)c2cc(OC)ccc21 (centres undefined)
    42.8 | -5.9
> COc1ccc(CNC(=O)NCC2(CO)CC2)cc1OC
    2.4 | -0.9
> COCCCNS(=O)(=O)c1cc(Br)cc2c1N(C(=O)C1CC1)CC2
    -1.0 | -3.4
> CCN(CC)C1=Nc2ccccc2Oc2ccc(NC(=O)C3CCC3)cc21
    8.3 | 1.3
> O=C(Cn1cnc2c(oc3ccccc32)c1=O)N1CCc2ccccc2C1
    -4.7 | -3.8
> CC(C)CCCC(C)C1CCC2C3CC=C4CC(OC(=O)C=Cc5ccc(N(C)C)cc5)CCC4(C)C3CCC12C (centres undefined)
    -4.9 | 1.4
> CN(CC#N)C(=O)c1cccn1-c1cccnc1
    -3.9 | 2.2
> Cc1ccc(-c2csc3c(=O)n(C(C)C)cnc23)cc1
    -4.6 | -7.2
> CCn1c(=N)c(S(=O)(=O)c2ccc(Cl)cc2)cc2c(=O)n3ccccc3nc21
    -6.0 | -14.0
> Cc1c(C(=O)N2CCCCCC2)oc2ccc(S(=O)(=O)N3CCCCCC3)cc12
    -2.0 | -2.5
> C=CCOc1ccc(/C=C2/N=C(c3cccs3)OC2=O)cc1OC
    10.0 | -82.5
> CCOC(=O)Nc1nc2c(s1)CN(S(=O)(=O)c1ccsc1C(=O)OC)CC2
    1.5 | -8.4
> CN1C(=O)S/C(=C/c2cc(Cl)c(O)c(Br)c2)C1=O
    8.0 | 0.5
> O=c1nc2s/c(=C\c3ccccc3Cl)c(=O)n2nc1Cc1ccccc1
    5.0 | -1.4

Other structures
The line under a structure holds: mHTT CaM bind | Pf apPOL inh
> COc1cc(-c2nc(N3CCC(C)CC3)c3ccccc3n2)cc(OC)c1OC
    -4.0 | -1.5
> CCCCCCCC1CCC(=Cc2ccc(C=C3CCC(CCCCCCC)C3=O)cc2)C1=O (centres undefined)
    / | 0.1
> Cc1ccc(C(=O)NCCSc2c(C)[nH]c3ccccc23)cc1C
    30.0 | 2.8
> Cc1oc(C(C)(C)C)cc1C(=O)Nc1ccc([N+](=O)[O-])cc1
    / | -2.3
> NC(=O)CSc1cn(Cc2cccc(F)c2)c2ccccc12
    -0.2 | -3.6
> O=C(Nc1ccc([N+](=O)[O-])cc1)C1C2C3CCC(C3)C12 (centres undefined)
    -4.1 | 0.6
> O=C(/C=C/c1ccccc1)Nc1cc2ccccc2oc1=O
    0.0 | -2.3
> COc1ccc(-c2cccc3c2CCN(C(=O)c2cccnc2)C3C)cc1 (centres undefined)
    32.6 | -15.2
> CCOC1(O)C(=O)c2ccccc2C(=O)C1(O)OCC (centres undefined)
    0.0 | -5.7
> O=S(=O)(c1ccccc1)N1CCN(S(=O)(=O)c2ccccc2)CC1
    -8.5 | -5.4
> CCc1csc2nc(C)c(NC(=O)c3ccccc3Br)c(=O)n12
    -3.2 | 0.1
> O=C(Nc1ccc(N2CCOCC2)cc1)C1CCc2sc(C(=O)N3CCCC3)cc2C1 (centres undefined)
    9.8 | 0.9
> Cc1cccc(N2CCN(C(=O)C3CC4CCC3C4)CC2)c1C (centres undefined)
    -25.8 | 3.4
> Cc1oc(C2CCN(C(=O)Nc3cc(F)ccc3F)CC2)nc1C(=O)N(C)C
    -1.7 | -5.8
> FC(F)(F)C(=NSc1c(-c2ccccc2)nc2ccccn12)c1ccccc1
    / | -4.6
> COc1ccc(-n2nc3c(c2NC(=O)C(C)C)CSC3)cc1
    7.0 | 5.4
> Cc1cccc(NC(=O)C2CN(S(C)(=O)=O)CC23CCCCC3)c1 (centres undefined)
    -0.8 | 2.7
> NC(=O)CN1CC(=O)NC(=O)C1
    -1.7 | -3.5
> O=C(Cc1nnc(-c2cccc(F)c2)o1)NC1CCCC1
    -8.7 | 2.8
> CCC(C(=O)Nc1ccc(C(F)(F)F)cc1)c1ccccc1 (centres undefined)
    / | 0.5
> Cc1ccc(NC(=O)N2CCN(C(C(=O)N3CCCC3)C3CCCC3)CC2)cc1 (centres undefined)
    7.0 | -4.3
> CN(C(=O)c1cccs1)C1CC2C=CC1C2 (centres undefined)
    / | -15.9
> CCOc1ccccc1/C=C1\SC(N2CCN(C(C)=O)CC2)=NC1=O
    0.0 | -1.4
> O=C(Nc1cccc(NC(=O)c2cccs2)c1)c1ccc(Br)o1
    2.7 | -16.8
> Cc1ccc(Cl)cc1NC(=O)c1csc2c1CCCC2
    -2.0 | -6.4
> CN1C(=O)CC(C(=O)Nc2ccc(C(=O)O)cc2)SC1=Nc1cccc(C(F)(F)F)c1 (centres undefined)
    6.0 | -4.9
> COc1ccccc1N=c1oc2c(C)ncc(CO)c2cc1C(N)=O
    0.0 | -3.7
> COc1cc(OC)c(OC)cc1CN1CCCC1c1cc(C)on1 (centres undefined)
    9.1 | 3.3
> COCC(=O)N1CCC(CCOCc2ccc(F)cc2)CC1
    -0.7 | -4.5
> O=C(O)c1cn(-c2cccc(C(F)(F)F)c2)nn1
    -1.6 | -3.1

An excerpt of these results, as tab-separated lines:
mol	mHTT CaM bind	Pf apPOL inh
O=C(Cc1nnc(-c2cccc(F)c2)o1)NC1CCCC1	-8.7	2.8
CCC(C(=O)Nc1ccc(C(F)(F)F)cc1)c1ccccc1 (centres undefined)	/	0.5
Cc1ccc(NC(=O)N2CCN(C(C(=O)N3CCCC3)C3CCCC3)CC2)cc1 (centres undefined)	7.0	-4.3
CN(C(=O)c1cccs1)C1CC2C=CC1C2 (centres undefined)	/	-15.9
CCOc1ccccc1/C=C1\SC(N2CCN(C(C)=O)CC2)=NC1=O	0.0	-1.4
O=C(Nc1cccc(NC(=O)c2cccs2)c1)c1ccc(Br)o1	2.7	-16.8

(cont.)
The line under a structure holds: mHTT CaM bind | Pf apPOL inh
> O=C(Nc1ccc2nn(-c3ccc(Cl)cc3)nc2c1)c1cccc(F)c1
    3.0 | -7.6
> Cc1nc(-c2cccc(OCc3ccccc3F)c2)no1
    -26.7 | -3.4
> COc1cccc(NC(=O)c2ccc(C(=O)c3ccccc3)o2)c1
    -0.4 | -3.8
> COc1cc2[nH]c3c(=O)n(CC(=O)NCCC4=CCCCC4)cnc3c2cc1OC
    -13.8 | -2.8
> O=C(C=Cc1ccc2c(c1)OCO2)NC1CCCC(O)C1 (centres undefined)
    -2.6 | -7.7
> CC(C(=O)O)C1Sc2ccccc2N(Cc2cccc(Cl)c2)C1=O (centres undefined)
    11.0 | -22.6
> Cc1ccc(N2CCN(C(=O)c3ccccc3Cl)C(C)C2=O)cc1F (centres undefined)
    -4.2 | -3.9
> COc1cccc(CSc2nc(C)c(CC(=O)NCc3ccccn3)c(=O)[nH]2)c1
    -9.5 | -11.8
> O=C1C2C3C=CC(CC3)C2C(=O)N1c1cccc(Cl)c1 (centres undefined)
    -3.0 | 1.8
> COc1ccc(Oc2c(C(F)(F)F)oc3cc(O)ccc3c2=O)cc1
    2.2&6.0 | 4.8&-4.1
> Cc1cccc(NC(=O)c2cccc(Cl)c2Cl)c1C
    -4.8 | -0.9
> N#Cc1c(-c2ccc([N+](=O)[O-])cc2)cc(-c2ccccc2)nc1N
    8.9 | -7.4
> CN(C)c1nc2c(c(=O)[nH]c(=O)n2C)n1Cc1ccc(F)cc1
    23.0 | 4.0
> Cc1ccc2nc(NC(=O)c3ccc([N+](=O)[O-])cc3)sc2c1
    2.0 | -2.1
> Cc1ccc(C)c(NS(=O)(=O)c2cc3c(s2)CCN(C(=O)C2CC2)C3)c1
    5.2 | -3.2
> COc1ccc(C2C3=C(CC(C)(C)CC3=O)Nc3nc(-c4cccc(O)c4)nn32)cc1 (centres undefined)
    38.5 | -0.6
> O=C(NCC1CCN(Cc2cccs2)CC1)C(=O)Nc1ccc(C(F)(F)F)cc1
    -4.9 | -0.2
> CCCC(=O)Nc1ccc(-c2nc3ccccc3o2)cc1
    -7.1 | -4.0
> Cc1ccccc1NC(=O)Nc1ccc(CC(=O)N2CCCC2)cc1
    -4.0 | -11.5
> Cc1cccc(NCN2C(=O)C3CCC(C)CC3C2=O)c1 (centres undefined)
    11.0 | 0.2
> COc1ccc2c(c1)CCC1C2=NN(C(C)=O)C1c1cccc([N+](=O)[O-])c1 (centres undefined)
    26.0 | 0.2
> C=CC[n+]1ccc(C)cc1N
    -5.5 | /
> Cc1cccc(N=Cc2c(Nc3cccc(C)c3)nc3ccccn3c2=O)c1
    20.0 | -5.6
> Cc1nc([N+](=O)[O-])cn1CC(=O)c1ccc(-c2cccnc2)s1
    / | -0.7
> COCCn1c(=N)c(C(=O)NC2CCCC2)cc2c(=O)n3cccc(C)c3nc21
    -2.0 | 2.2

3 entries drawn at random from the list so far, as already listed:
The line under a structure holds: mHTT CaM bind | Pf apPOL inh
> COc1ccc(C2C3=C(CC(C)(C)CC3=O)Nc3nc(-c4cccc(O)c4)nn32)cc1 (centres undefined)
    38.5 | -0.6
> CCCC(=O)Nc1ccc(-c2nc3ccccc3o2)cc1
    -7.1 | -4.0
> COc1ccc2c(c1)CCC1C2=NN(C(C)=O)C1c1cccc([N+](=O)[O-])c1 (centres undefined)
    26.0 | 0.2
